Screening results as filed in PubChem BioAssay.
TAAR1 ag: agonists of human TAAR1 | Q96RJ0 | activation, % at 3 µM | 360,000 tested, 0.99% active | AID 624467 | CHO RD-HGA16 TAAR1, Fluo-8 calcium fluorescence; vehicle wells 0%, saturating PEA agonist 100%;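 active means activation above the mean activation of all test compounds in the run plus 3 SD, cut at about 38% in these data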
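Test system: RD-HGA16 (CHO) cells co-expressing Gα16 and hTAAR1; dosing: one-point dosing at 3 µM (nominal); timing: 17-24 h seeding, 75 min 37 °C dye, 30 min RT; signal: kinetic Fluo-8 calcium fluorescence; read-out basis: % activation relative to PEA EC100 response; controls: DMSO and PEA EC100; replicates: n 1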
M4 antag: antagonists of human muscarinic M4 receptor (CHRM4). 360,000 tested, 0.73% active. inhibition, % at 3 µM. CHO-hM4 cells, ACh EC80, Fluo-8 calcium fluorescence. P08173;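 active means inhibition above its plate's cutoff, the mean inhibition of sample wells plus 3 SD, cut at about 27% in these data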;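 further: 0% = acetylcholine EC80 with DMSO and 100% = DMSO without agonist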
Target sequence (P08173 whole entry, looked up): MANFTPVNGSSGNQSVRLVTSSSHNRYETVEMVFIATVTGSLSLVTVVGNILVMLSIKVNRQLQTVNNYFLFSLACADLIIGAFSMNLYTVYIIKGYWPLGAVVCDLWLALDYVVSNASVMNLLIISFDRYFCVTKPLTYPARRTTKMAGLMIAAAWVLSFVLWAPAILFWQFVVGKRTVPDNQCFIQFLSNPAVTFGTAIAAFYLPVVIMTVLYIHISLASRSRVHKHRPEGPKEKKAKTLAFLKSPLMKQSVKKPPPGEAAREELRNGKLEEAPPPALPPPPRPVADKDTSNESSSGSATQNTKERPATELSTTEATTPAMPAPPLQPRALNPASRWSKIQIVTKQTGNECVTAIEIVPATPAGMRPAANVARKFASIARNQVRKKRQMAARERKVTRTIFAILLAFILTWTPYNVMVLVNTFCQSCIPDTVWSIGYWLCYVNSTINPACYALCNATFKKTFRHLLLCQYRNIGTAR
CHRM5 antagonist: blocks acetylcholine activation of human M5 receptor; P08912; CHO-hM5 cells, Fluo-8 calcium fluorescence, ACh EC80; inhibition, % at 3 µM; 360,000 tested, 0.59% active; AID 624040;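 active means inhibition above a per-plate cutoff, the mean of that plate's test compounds plus 3 SD, cut at about 27% in these data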;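 further: 0% = acetylcholine EC80 with DMSO and 100% = DMSO without agonist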
Target sequence (P08912 whole entry, looked up): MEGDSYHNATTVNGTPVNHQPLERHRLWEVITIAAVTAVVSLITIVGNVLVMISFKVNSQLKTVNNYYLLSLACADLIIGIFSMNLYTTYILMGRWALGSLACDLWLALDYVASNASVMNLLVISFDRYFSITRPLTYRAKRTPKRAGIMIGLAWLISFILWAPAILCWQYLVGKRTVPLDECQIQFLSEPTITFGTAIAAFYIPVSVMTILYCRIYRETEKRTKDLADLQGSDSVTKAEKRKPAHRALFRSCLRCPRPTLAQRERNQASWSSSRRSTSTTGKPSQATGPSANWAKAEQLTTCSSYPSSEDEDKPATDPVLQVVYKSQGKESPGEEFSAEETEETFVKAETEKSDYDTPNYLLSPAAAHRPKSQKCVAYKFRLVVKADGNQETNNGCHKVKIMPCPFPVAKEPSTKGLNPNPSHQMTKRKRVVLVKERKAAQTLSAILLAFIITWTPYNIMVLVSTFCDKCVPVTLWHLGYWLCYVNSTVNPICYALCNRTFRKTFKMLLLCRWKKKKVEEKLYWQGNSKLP
M1 antag: human CHRM1 antagonism. CHO-K1 hM1, Fluo-8 calcium fluorescence, ACh EC80 antagonist. inhibition, % at 3 µM. 360,000 tested, 1.3% active. AID 588852;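 active means percent inhibition above its own plate's cutoff, namely the mean of that plate's compound wells plus 3 SD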;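 further: peak over basal fluorescence ratio during 140 s after agonist addition; 0% = ACh EC80 plus DMSO and 100% = DMSO alone without agonist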
M4 ag: agonists of human muscarinic M4 receptor (CHRM4) | 360,000 tested, 0.14% active | CHO-K1 hM4/Gqi5, Fluo-8 calcium fluorescence; vehicle 0%, full acetylcholine response 100% | P08173 | AID 624127 | activation, % at 3 µM;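 active means activation above the run mean over all test wells plus 3 SD, cut at about 32% in these data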;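 further: peak over basal fluorescence ratio per well then scaled between controls; 0% = DMSO wells and 100% = acetylcholine at EC100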
M1 ag: activates human CHRM1 receptor; activation, % at 3 µM; CHO-K1 hM1, Fluo-8 calcium fluorescence, agonist mode; 0% DMSO, 100% acetylcholine EC100; P11229; 360,000 tested, 0.33% active;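 active means activation above the run's mean compound activation plus 3 SD, cut at about 16% in these data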;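 further: peak over basal fluorescence ratio within a 140 s kinetic read after compound addition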
M5 PAM: potentiates acetylcholine response at human M5 receptor; P08912; CHO-K1 hM5, Fluo-8 calcium, ACh EC20 PAM; 0% = ACh EC20, 100% = ACh EC100; activation, % at 3 µM; 360,000 tested, 0.3% active;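 active means activation above the run cutoff, the mean activation of all test compounds plus 3 SD, cut at about 18% in these data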
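system = human M5 receptor in CHO-K1 cells | compound = one concentration, 3 µM final (nominal) | schedule = Post-acetylcholine fluorescence recording 140 s | signal = Fluo-8 calcium dye fluorescence, kinetic read | benchmarks = low control EC20 acetylcholine (0%), high control EC100 acetylcholine (100%) | repeats = singlicate, one well per test compound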
M1 PAM: human CHRM1 positive allosteric modulation | P11229 | CHO-K1 hM1, Fluo-8 calcium fluorescence, ACh EC20; 0% = ACh EC20, 100% = maximal ACh | 360,000 tested, 0.088% active | AID 588819 | activation, % at 3 µM; in the data active means activation above about 19%, passing the limit was not always enough
CHRM5 agonist: agonists of human muscarinic M5 receptor (CHRM5) | P08912 | CHO-K1 hM5 cells, Fluo-8 calcium fluorescence; 0% DMSO wells, 100% maximal acetylcholine response | activation, % at 3 µM | 360,000 tested, 0.19% active | AID 624037;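 active means activation above the run's mean over test compounds plus 3 SD, cut at about 23% in these data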;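 further: signal is peak over basal fluorescence ratio across the kinetic read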
An asterisk follows results filed as active; nt = no result given.

no.	compound	TAAR1 ag	M4 antag	CHRM5 antagonist	M1 antag	M4 ag	M1 ag	M5 PAM	M1 PAM	CHRM5 agonist
1	CC1(NC(=O)CCc2nc3ccccc3c(=O)[nH]2)CCS(=O)(=O)C1 (stereo not drawn)	0.6	13.0	12.0	-2.6	0.9	-1.6	-0.2	2.4	-1.6
2	Cc1ccc(-c2nc3c4ccccc4ccn3c2Cc2cccc(Cl)c2)cc1	0.5	-5.3	6.3	nt	-0.2	nt	-11.3	nt	-1.3
3	CN(C)CCNC(=O)CCn1nc(-c2ccc(Cl)cc2)ccc1=O	1.5	-5.7	-2.4	-3.3	0.1	-6.3	5.3	9.3	-2.3
4	COc1cccc(N(CC(=O)Nc2ccc3c(c2)OCO3)S(=O)(=O)c2ccccc2)c1	7.7	-5.4	3.2	1.4	7.6	-3.1	-4.6	0.9	0.9
5	CC(=O)Nc1ccc(S(=O)(=O)Nc2cc(C)ccn2)cc1	nt	-2.4	3.3	4.7	0.4	-5.4	0.6	-1.2	-3.0
6	CN(C1=NC(=O)C(CC(=O)O)S1)c1ccc(O)cc1 (stereo not drawn)	1.5	-2.6	1.9	5.6	0.5	-3.3	9.5	-3.2	0.0
7	Cc1csc(Sc2ccc(C(=O)OCC(=O)Nc3ccc(F)cc3[N+](=O)[O-])cc2[N+](=O)[O-])n1	0.0	-3.7	4.5	9.5	0.8	-3.8	0.7	-9.5	-1.6
8	COc1ccc2[nH]cc(C(=O)N3CCCCC3)c(=O)c2c1	-0.1	21.2	4.3	-13.9	-0.3	-4.7	-1.8	10.1	-0.9

Further records.
no.	compound	TAAR1 ag	M4 antag	CHRM5 antagonist	M1 antag	M4 ag	M1 ag	M5 PAM	M1 PAM	CHRM5 agonist
9	CN(c1ccc(O)cc1)c1nc(-c2cccnc2)cs1	3.4	-1.1	-0.2	-22.3	1.4	1.9	11.4	15.5	-0.2
10	Cc1nc2c(c(C)nn2-c2ccccc2)c(C)c1Cl	0.9	3.7	0.6	-17.2	1.1	-3.6	6.2	10.3	1.4
11	COc1ccc(C(=O)NCc2nnc(SCC(=O)Nc3ccccc3OC)o2)cc1	3.4	-7.8	21.7	-13.5	1.5	-3.1	-6.7	11.5	-1.4
12	NC(=O)c1ccc(NC(=O)COC(=O)C(Cc2ccccc2)NC(=O)c2ccccc2)cc1 (stereo not drawn)	14.5	0.1	2.7	0.8	13.1	-1.2	-17.8	-7.2	9.0
13	CCc1nc2cc(CC(=O)O)ccc2o1	1.3	-5.0	10.1	-11.8	1.1	1.2	4.0	11.9	-1.4
14	O=C(OCC(=O)c1c[nH]c2ccccc12)c1cc(Br)ccc1O	13.7	4.4	11.1	-4.5	6.4	-10.6	-8.9	8.2	-0.4
15	O=C(c1cccc(S(=O)(=O)N2CCc3ccccc3C2)c1)N1CCN(c2ccccc2)CC1	-1.2	-3.5	4.3	1.1	9.3	-3.5	-12.5	-7.6	-4.3
16	CCCC(C)c1nnc(NC(=O)C2CCCO2)s1 (stereo not drawn)	4.0	30.2*	5.4	55.1*	0.1	-11.5	-12.4	-26.7	-7.4

Going on with the list:
no.	compound	TAAR1 ag	M4 antag	CHRM5 antagonist	M1 antag	M4 ag	M1 ag	M5 PAM	M1 PAM	CHRM5 agonist
17	O=C(NCc1cccnc1)c1ccc(-c2cccc(Cl)c2Cl)o1	36.9	1.1	-5.1	-2.6	4.6	-5.8	3.6	-2.4	2.5
18	COc1ccc(CN(Cc2cccnc2)S(=O)(=O)c2ccc(-n3cnnn3)c(C)c2)cc1OC	-1.8	12.6	1.0	2.1	3.3	-6.7	-9.2	1.2	3.0
19	CCOC(=O)c1sc(NC(=O)C2CC(=O)N(c3ccc(OC)cc3)C2)nc1C (stereo not drawn)	1.2	-7.0	5.7	-7.0	1.6	-4.0	0.3	5.5	-1.0
20	COc1ccc(/C=C2\CCCC3C2=NN(C(=O)c2ccco2)C3c2ccc(OC)c(OC)c2)cc1OC (stereo not drawn)	1.0	-5.4	3.5	-17.3	0.7	-2.3	-1.9	-1.0	-5.1
21	O=C1CSC(c2ccccn2)N1c1ccc(Cl)c(Cl)c1 (stereo not drawn)	5.8	9.1	0.1	-1.7	-0.5	-6.7	1.1	-2.1	-6.6
22	CCN(C(=O)CSc1nc2cc(Cl)ccc2c(=O)n1Cc1ccco1)C1CCS(=O)(=O)C1 (stereo not drawn)	11.2	1.7	1.3	0.6	-0.2	-7.1	-7.3	5.5	-2.7
23	Cc1cccc(NC(=S)NCc2cccn2C)c1	0.9	5.2	6.9	-0.4	1.3	-3.3	1.2	2.0	-5.3
24	COc1ccc(CC(=O)O/N=C(\N)Cc2ccc(OC)c(OC)c2)cc1	nt	-20.3	1.8	-5.7	4.1	-4.4	-4.6	2.8	1.1

Laid out differently: entries from further up.
Results follow in this order: TAAR1 ag	M4 antag	CHRM5 antagonist	M1 antag	M4 ag	M1 ag	M5 PAM	M1 PAM	CHRM5 agonist
(24) COc1ccc(CC(=O)O/N=C(\N)Cc2ccc(OC)c(OC)c2)cc1
    nt	-20.3	1.8	-5.7	4.1	-4.4	-4.6	2.8	1.1
(17) O=C(NCc1cccnc1)c1ccc(-c2cccc(Cl)c2Cl)o1
    36.9	1.1	-5.1	-2.6	4.6	-5.8	3.6	-2.4	2.5

Remaining list, next part:
no.	compound	TAAR1 ag	M4 antag	CHRM5 antagonist	M1 antag	M4 ag	M1 ag	M5 PAM	M1 PAM	CHRM5 agonist
25	Cc1nnc(Nc2ccccn2)c2ccccc12	10.0	8.3	11.5	7.3	1.8	-4.6	-0.9	-4.8	-4.8
26	C=CCC[C@H](Cc1ccc(F)cc1)C(=O)OC[C@H](Cc1c[nH]c2ccccc12)NC(=O)[C@@H](CC=C)CC(=O)N[C@@H](CO)Cc1ccccc1	3.8	-5.7	6.3	-22.0	0.9	2.6	3.1	18.1	1.9
27	CN(C(=O)COC(=O)CNC(=O)c1ccc2ccccc2c1)c1c(N)n(Cc2ccccc2)c(=O)[nH]c1=O	2.2	-3.2	3.2	-9.7	1.1	-3.1	0.4	11.7	-4.2
28	CCOC(=O)N1CCC(NC(=O)c2cc(C(=O)Nc3ccc(S(=O)(=O)N4CCCCC4)cc3)ccc2CO)CC1	5.1	-4.5	0.0	-5.0	2.4	3.7	4.6	8.4	1.9
29	COc1ccc(NC(=O)CSc2nnnn2C2CCCC2)c(OC)c1	-0.6	-14.4	8.3	-8.5	2.2	-2.0	2.9	7.5	-2.0
30	O=C(Nc1ncc([N+](=O)[O-])s1)C1CCN(S(=O)(=O)c2cnc[nH]2)CC1	6.7	-0.5	20.0	-1.5	-0.2	-1.9	-3.7	4.8	-0.5
31	COc1ccc(-n2c(Cc3cccn3C)nnc2SCC(=O)Nc2cccc(F)c2)cc1	-1.0	-1.8	4.6	-18.2	-0.8	-2.0	-2.0	3.6	-0.1
32	CCCCCc1c(-c2cccc(Br)c2)ncn1CCc1ccccc1OC	50.1*	-4.7	-1.3	nt	0.7	nt	-11.4	nt	-4.9

Carrying on:
no.	compound	TAAR1 ag	M4 antag	CHRM5 antagonist	M1 antag	M4 ag	M1 ag	M5 PAM	M1 PAM	CHRM5 agonist
33	CSc1ncccc1-c1nc2ccccc2[nH]1	4.1	3.6	-2.1	-20.0	1.1	-3.5	-2.6	8.8	-0.8
34	COc1ccc(C(=O)COC(=O)CN2C(=O)c3ccccc3C2=O)c(OC)c1	1.9	-4.0	9.1	0.4	0.5	1.4	-3.4	2.5	-2.8
35	CC(C)NS(=O)(=O)c1ccc(CCC(=O)N2CCc3ccccc3C2)cc1	9.0	-4.7	-14.1	-13.3	1.5	-8.9	0.0	9.7	-5.3
36	COc1ccc(/C=C(/C#N)C(=O)Nc2ccc(C)cc2C)cc1C(=O)O	2.4	5.3	-9.7	-7.7	0.7	-1.3	5.4	10.4	-1.5
37	CCOC(=O)c1ccc(NC(=O)COc2ccccc2CNC2CCCC2)cc1	9.1	2.1	6.9	11.2	8.9	-5.3	-5.9	-8.2	-3.0
38	Cn1c(SCCCC(=O)c2ccc(F)cc2)nnc1-c1ccncc1	5.3	-6.0	2.7	6.3	3.9	-4.3	-3.6	-3.9	0.8
39	Cc1ccc(S(=O)(=O)NCC(=O)NCC(=O)N(C)Cc2ccc3ccccc3c2)cc1C	2.6	6.9	3.7	12.3	7.0	-5.8	-1.0	-3.7	-1.9
40	COc1ccc2cc(C3NC(=O)c4ccccc4N3)c(Cl)nc2c1 (stereo not drawn)	3.2	0.5	11.8	2.7	4.6	-2.2	-6.4	1.3	5.6

Next compounds.
no.	compound	TAAR1 ag	M4 antag	CHRM5 antagonist	M1 antag	M4 ag	M1 ag	M5 PAM	M1 PAM	CHRM5 agonist
41	O=C(CC1CCS(=O)(=O)C1)Nc1ccc[nH]c1=O (stereo not drawn)	0.5	5.6	-3.5	-12.2	-0.1	-1.8	-0.7	9.2	-0.1
42	Cc1ccc(S(=O)(=O)N2CC3(O)CN(C(=O)OC(C)C)N(C(=O)OC(C)C)CC3(OC(=O)NCC3CCCCC3)C2)cc1 (stereo not drawn)	4.5	5.4	10.4	12.1	10.7	-4.5	-7.8	-5.8	-0.6
43	CN(C)CCNC(=O)/C(=C/c1ccc(-c2cccc([N+](=O)[O-])c2)o1)NC(=O)c1ccccc1	0.4	-0.8	3.0	-7.5	0.3	-12.3	-0.1	7.1	0.4
44	CCc1cc(C(c2cccc(OC)c2)N2CCOCC2)c(NC(=O)c2ccccc2)s1 (stereo not drawn)	-1.9	-0.7	1.2	-9.8	2.8	5.6	-9.6	8.4	-6.5
45	CCCc1cc(=O)n2[nH]c(NC(=O)c3ccco3)nc2n1	2.5	-24.1	0.4	-9.7	0.2	-2.6	3.5	7.2	-0.3
46	O=C(Nc1ccc2ccccc2c1)c1ccc(Br)o1	-3.8	0.2	-0.5	-9.4	0.4	-6.0	1.6	6.3	-6.7
47	C#CCOCCOCCOCCNc1nc(N2CCN(C(=O)[C@H]([C@@H](C)CC)n3cc([C@@H](N)CO)nn3)CC2)nc(N2CCN(C(=O)[C@H](CCCCN)n3cc([C@@H](N)C(C)CC)nn3)CC2)n1 (stereo partly drawn)	2.1	-5.5	-10.1	-3.3	2.4	-4.3	12.1	4.5	-1.6
48	COCCOC(=O)c1c(C)oc2ccc(OC(=O)c3cccs3)cc12	9.0	4.7	0.6	-13.1	3.0	-5.1	-2.9	6.4	-2.0
49	CCO[C@@H]1OC(C(N)=O)=C[C@H](C2CC2)[C@H]1CCCO	5.6	6.9	12.5	8.8	0.8	-5.1	-12.4	-2.9	1.5
50	CNS(=O)(=O)c1cccc2cccnc12	16.1	11.3	2.0	3.0	0.1	3.0	-3.4	0.1	0.1

The list is partial; count on the stated rates, not on these rows.
